MT1-MMP txn act = MT1-MMP promoter reporter activation – cell-based, luciferase luminescence, primary screen; HT1080 MT1-MMP promoter luciferase reporter, overnight; hits give high values; 86,000 tested, 0.16% active; activation factor at 10 µM;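 active means activation factor of at least 2 for MT1-MMP transcription at 10 µM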
VCAM1 TNFa inh = inhibitors of TNFa-induced VCAM1 expression, primary screen, imaging, HUVEC, TNFa stimulus, immunofluorescence; HUVEC TNFa-induced VCAM-1 immunofluorescence, high-content imaging; inhibition, % at 2 µM; 95,000 tested, 0.48% active; AID 802, 2007;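 active means inhibition above the batch mean plus 3 SD, with images confirmed as a hit by eye, cut at about 37% in these data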;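 further: 0% = TNF-stimulated DMSO wells and 100% = unstimulated control wells; not every result past the cut was called active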
cytoskel mod = modifiers of F-actin cytoskeleton organization, primary screen, imaging, HUVEC, phalloidin staining, high-content imaging; HUVEC TNFa F-actin phalloidin imaging; inhibition, % at 2 µM; 91,000 tested, 0.18% active;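 active means inhibition above the batch mean plus 3 SD and confirmed as a hit by visual image inspection, cut at about 30% in these data, passing the limit was not always enough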; further: strong numbers were not always called active
hDAT+cocaine = changed hDAT dopamine uptake under cocaine IC80, either direction, primary screen, cocaine antagonist project, cell-based, LLC-PK1 hDAT, [14C]-dopamine uptake, MLSMR; Sodium-dependent dopamine transporter (Homo sapiens), Q01959; LLC-PK1 hDAT cells, [14C]-dopamine uptake with cocaine IC80; actives deviate in either direction; B-score at 10 µM; 110,000 tested, 1.3% active;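 active means Z score or B-score, a plate-position-corrected score, falls beyond the plate's 99.7% confidence bounds, in either direction; inactive means both scores lie inside the 99.7% bounds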;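 further: scored against the spread of the other compound wells on the same plate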
Smad3 inh = Smad3/FoxH1 peptide binding inhibitors, primary screen, biochemical, TR-FRET | Mothers against decapentaplegic homolog 3 (Homo sapiens), P84022 | TR-FRET Smad3/Dy647-FoxH1 peptide binding, europium anti-His | inhibition, % at 25 µM | 88,000 tested, 0.29% active | AID 630, 2007;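 active means compounds that reduce the energy-transfer binding signal between the protein and its labelled peptide by more than half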;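 further: 0% = Smad3 plus labelled peptide maximal FRET and 100% = peptide-only background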
Candida biofilm = clotrimazole potentiators killing Candida biofilms, primary screen, with clotrimazole, Alamar Blue; C. albicans biofilm + clotrimazole; inhibition, % at 6 µM; 85,000 tested, 0.14% active;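 active means inhibition above 20%; inactive means inhibition below 20%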;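 further: preformed 24 hr biofilms exposed to compound for 48 hr; 0% = biofilm without compound and 100% = blank killed by clotrimazole plus chlorhexidine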
HUVEC tox IL1B = cytotoxicity in IL-1B stimulated HUVEC, primary screen, cytotoxicity control for IL-1B NFkB translocation project, imaging, Hoechst nuclear count, IL-1B stimulus. HUVEC cell count loss. cell count reduction, % at 2 µM. 94,000 tested, 0.41% active;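 active means cell count reduction more than 3 SD above the screen-wide mean, cut at about 70% in these data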;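 further: normalized per plate to untreated control cells as the no-loss baseline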
TNFa cytotox = cytotoxicity in TNFa-stimulated HUVEC, primary screen, cytotoxicity control for VCAM1 expression modulator project, imaging, Hoechst nuclei count; HUVEC TNFalpha-stimulated, Hoechst cell count; cell count reduction, % at 2 µM; 93,000 tested, 0.17% active;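 active means cell count reduction exceeding the screen mean by over 5 SD, scaled to untreated wells per plate, cut at about 78% in these data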;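 further: cells counted after 24 h of TNF alpha exposure following the 1 h pretreatment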
PTPN22 inh 2 = PTPN22 phosphatase inhibitors, primary screen, biochemical, DiFMUP fluorescence, 2 µM; AID 640, 2007; recombinant LYP catalytic domain; inhibition, % at 2 µM; 96,000 tested, 0.21% active; Tyrosine-protein phosphatase non-receptor type 22 (Homo sapiens), Q9Y2R2;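 active means inhibition at 2 µM at or above a set limit, the screen mean plus 3 SD, cut at about 24% in these data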;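 further: 0% = DMSO with enzyme and 100% = enzyme fully blocked by orthovanadate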
Target sequence (Q9Y2R2 whole entry, looked up, the tested form may be a part): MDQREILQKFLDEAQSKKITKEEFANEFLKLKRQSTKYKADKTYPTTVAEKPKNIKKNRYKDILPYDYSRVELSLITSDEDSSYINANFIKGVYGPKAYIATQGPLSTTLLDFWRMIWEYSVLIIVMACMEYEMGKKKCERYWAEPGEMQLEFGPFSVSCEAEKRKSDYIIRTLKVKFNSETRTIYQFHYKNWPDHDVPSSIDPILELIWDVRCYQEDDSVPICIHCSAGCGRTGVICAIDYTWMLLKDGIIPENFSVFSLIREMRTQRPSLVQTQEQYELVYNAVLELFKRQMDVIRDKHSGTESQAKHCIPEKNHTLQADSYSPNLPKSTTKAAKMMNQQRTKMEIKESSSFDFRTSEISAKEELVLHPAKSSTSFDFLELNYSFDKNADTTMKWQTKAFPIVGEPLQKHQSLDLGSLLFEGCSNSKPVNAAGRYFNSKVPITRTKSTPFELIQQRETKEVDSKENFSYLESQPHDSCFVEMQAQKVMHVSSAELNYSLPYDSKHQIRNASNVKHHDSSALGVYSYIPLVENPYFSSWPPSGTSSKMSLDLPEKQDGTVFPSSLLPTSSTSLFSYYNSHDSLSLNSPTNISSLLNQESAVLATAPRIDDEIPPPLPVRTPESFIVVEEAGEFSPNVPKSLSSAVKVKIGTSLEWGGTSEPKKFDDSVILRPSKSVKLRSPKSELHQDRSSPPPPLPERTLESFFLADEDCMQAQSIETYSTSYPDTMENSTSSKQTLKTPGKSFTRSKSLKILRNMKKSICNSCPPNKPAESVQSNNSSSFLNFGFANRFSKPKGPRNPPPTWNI
The depositor's hits bear a star; / = no result given; [ ] = dose if it differs, or a comment. A portion of the library. The share of hits here may be higher or lower than overall.

SMILES	MT1-MMP txn act	VCAM1 TNFa inh	cytoskel mod	hDAT+cocaine	Smad3 inh	Candida biofilm	HUVEC tox IL1B	TNFa cytotox	PTPN22 inh 2
COc1ccc(C(=S)N2CCCC2)cc1	1.1	-20.3	17.4	0.0439	-0.7	10.2	5.3	-2.4	-5.1
COC(=O)c1ccc(N2CCC(C)CC2)c(N)c1	1.6	-2.2	-6.7	1.17	8.6	4.8	-16.0	-3.1	8.0
COc1ccc(C(=O)Nc2nnc(-c3cccs3)s2)cc1	/	18.1	-7.3	-0.99	/	/	9.0	-0.4	-1.6
Clc1ccc(OCCCn2cncn2)cc1Cl	1.3	11.3	-13.5	0.244	-2.2	3.7	5.7	7.7	-2.5
O=C(/C=C/c1ccccc1Cl)NCc1ccco1	/	-9.7	6.4	0.569	/	/	8.1	15.1	5.5
Brc1ccc(Oc2nsnc2N2CCOCC2)cc1	1.1	-15.8	-1.7	0.00144	-3.6	1.5	10.9	-23.5	-21.4
CC1CCCCN1c1nc(-c2ccncc2)nc2ccccc12 (stereo unspecified)	1.1	-16.0	17.5	0.113	-4.5	-0.5	-7.9	-17.7	17.7
CC(C)N(C(=O)CN1C(=O)NC2(CCCCCC2)C1=O)C(C)C	/	7.4	19.1	-0.235	7.9	8.6	-31.3	-24.4	-3.0
O=C(CSc1ncc(-c2ccc(F)cc2)[nH]1)N1CCCCC1	1.2	20.1	4.7	1.49	-4.0	-7.9	1.2	-14.2	8.2
NC(=O)c1ccsc1NC(=O)c1ccc(S(=O)(=O)N2CCCCC2)cc1	1.3	8.8	2.6	1.61	2.6	12.3	-8.0	-33.1	0.6
COn1c(SC(C)C)nc2ccccc2c1=O	1	0.5	27.4	-2.25	-2.6	4.0	-14.2	-5.1	-10.0
CCCCN(C)Cc1c(C)[nH]c2ccc(C)cc2c1=O	1.1	7.5	28.2	0.28	-3.9	3.2	-3.1	-6.5	9.2
Cc1ccc(-c2nc(CS(=O)(=O)CC(=O)NCCCN3CCN(C)CC3)c(C)o2)cc1	1.1	-2.3	7.9	-0.386	-1.6	7.3	-1.1	-10.5	8.2
CCC(C)N(NC(C)=O)c1nc(Cl)nc(NC(C)(C)C)n1 (stereo unspecified)	1.1	-22.0	4.6	-0.0299	13.1	5.2	2.0	-8.9	-9.3
c1ccc(Oc2nc(N3CCOCC3)nc(N3CCOCC3)n2)cc1	1	3.1	1.5	-0.301	-7.9	-7.4	55.4	-5.4	-2.4
C=CCn1c(=O)/c(=C/c2cc(OC)c(OC)c(OC)c2)s/c1=C(/C#N)c1nc2ccccc2n1C	1.1	/	/	0.371	6.1	7.3	/	/	/
CSc1ccn(CCC(=O)O)c(=O)n1	1	35.6	-25.3	0.473	-2.0	3.6	10.5	17.8	1.3
COc1ccc(NC(=O)Cn2nc3n(c2=S)CCC3)cc1	0.9	15.4	0.4	-0.51	0.8	4.2	-27.6	-6.4	-1.8
Cn1c(N2CCN(C(=O)Nc3ccc(F)cc3)CC2)nc2ccccc21	1	-0.8	-18.9	0.675	2.4	7.5	35.4	4.9	-4.3
Cc1ccc(N2C(=S)N=C(Nc3ccccc3C)C23CCOC(C)(C)C3)cc1 (stereo unspecified)	1.1	24.2	0.1	-1.81	-8.4	6.4	-1.0	8.2	7.0
Cc1nc(C)c(C(=O)C2=C(O)C(=O)N(CCCn3ccnc3)C2c2ccccc2)s1 (stereo unspecified)	1.1	2.6	0.5	0.424	/	/	5.0	-15.7	10.9
CCOc1nc(NCCC2=CCCCC2)nc(N2CCOCC2)n1	1.1	18.1	6.8	0.0967	-2.6	4.6	2.3	10.8	-11.1
O=C(c1cn(-c2ccccc2)nc1-c1cccs1)N1CCOCC1	1.2	18.7	13.8	1.39	14.0[fluorescence artefact?]	-2.6	-4.7	-3.1	10.7
O=C(Nc1ccc2c(c1)OCO2)c1ccncc1	1.4	-2.4	-22.5	-1.47	5.8	5.6	-4.8	3.1	-6.2
C=CCn1c(SC2CCOC2=O)nc2sc(CC)cc2c1=O (stereo unspecified)	1.1	9.7	-16.2	-1.24	-15.9	8.2	-7.5	6.7	10.9
Cc1ccc2nc(NC(=O)CCNS(=O)(=O)c3ccc(Br)s3)sc2c1	1.2	-5.5	3.2	-1.12	1.6	4.5	0.0	-19.2	-3.8
O=C(O)COc1ccc(S(=O)(=O)NCCc2ccccc2)cc1	1.3	11.6	12.1	0.15	-14.8	-3.2	18.2	-10.2	-2.0
Cc1ccc2c(c1)cc(CN(CCc1ccccc1)C(=O)N1CCOCC1)c1nnnn12	1.1	-13.0	-1.4	0.856	9.2[fluorescence artefact?]	9.2	-6.6	-33.6	9.0
COC(=O)N/N=C(\C)c1ccc(Br)cc1	1.4	-3.4	2.9	-0.821	5.3	1.7	-5.1	-22.0	-0.2
Cc1ccc(NC2=C(N3CCOCC3)C(=O)c3ccccc3C2=O)cc1	/	6.1	-2.3	-0.577	/	/	25.3	5.4	2.0
Cc1nnc(N(Cc2ccco2)C(=O)c2ccno2)s1	1.3	-5.5	-23.2	-0.592	-19.1	4.0	5.7	-34.5	-7.1
O=C(OCc1cnc(Cl)s1)c1ccc(Cl)cc1	/	0.6	-18.9	-0.469	/	/	-56.5	10.4	5.5
Cc1onc(-c2ccccc2)c1C(=O)NCc1cccnc1	1.1	/	/	-0.229	3.5	1.8	/	/	/
COc1cccc(-c2nc(S(=O)(=O)c3ccccc3)c(N3CCOCC3)o2)c1	1.1	-0.8	5.6	0.053	1.7	1.1	-13.4	-3.5	0.1
Cc1[nH]c(=O)[nH]c1CN1CCCCC1	1.1	-2.4	-0.2	-1.06	-20.2	7.9	7.0	-30.8	1.0
OCc1ccc(O)c2ncccc12	1	12.9	-31.2	0.687	-23.5	6.9	2.7	26.1	-5.1
Cn1ncc2c(Nc3ccccc3Br)ncnc21	1	/	/	-0.742	-5.1	2.9	/	/	/
COc1cc(OC)cc(C(=O)Nc2c(F)cccc2F)c1	1.3	-7.9	-3.5	-0.00794	3.9[fluorescence artefact?]	/	8.8	-4.3	7.4
O=C(NCCc1ccc(Cl)cc1)C1CCN(S(=O)(=O)c2cccs2)CC1	/	-19.1	-8.3	0.659	/	/	1.3	-4.9	-17.0
CC(C)OCCCn1c(=S)[nH]c2ncccc2c1=O	1	-16.0	/	/	3.4	5.3	-76.5	-44.0	9.6
CC(=O)OC1=C(C#N)Cn2ccc3cccc1c32	1.1	-7.3	-12.6	-0.154	9.1	3.3	-44.5	-12.9	-6.1
CCOC(=O)Cc1csc(NC(=O)COc2ccccc2)n1	1.2	13.1	-4.6	0.00654	1.1	-1.1	18.0	15.1	-4.9
Cc1ccccc1-n1ncc2c(SCC(=O)NCc3cccs3)ncnc21	1.1	-13.9	9.5	1.01	-7.3	1.3	-12.3	-19.0	0.2
Cc1sc(NC(=O)CCl)c(C(=O)c2ccccc2)c1C	/	6.6	-49.9	0.0236	/	/	5.3	-12.5	-5.1
COCCn1c(C)cc2c(c1=O)C(c1ccccc1F)C(C#N)=C(N)O2 (stereo unspecified)	1.1	10.7	10.2	-0.56	/	/	-27.4	-8.9	-1.5
CCOC(=O)N1CCC(NC(=O)c2csc3c2CCCC3)CC1	1.1	25.5	-10.4	-0.000201	-13.2	2.0	3.0	-34.2	-10.7
O=C(NCCCCO)C(F)(F)C(F)(F)C(F)(F)C(=O)NCCCCO	1.3	15.0	-27.2	-1.32	-3.9	7.3	16.8	5.0	0.7
COc1ccc(S(=O)(=O)NC(C)(C)C)cc1-c1nnc2c3ccccc3c(C)nn12	1.1	25.3	-9.7	-1.13	9.7	3.1	-9.4	21.7	2.7
CCOC(=O)c1sc2ncnc(NCc3ccco3)c2c1C	/	12.7	-4.3	-0.716	-4.4	9.0	19.7	-10.0	-1.6
O=C(NNS(=O)(=O)c1ccc(Br)cc1)c1ccncc1	/	-20.5	-1.6	-0.246	/	/	6.6	-5.2	3.8
The list goes on.
SMILES	MT1-MMP txn act	VCAM1 TNFa inh	cytoskel mod	hDAT+cocaine	Smad3 inh	Candida biofilm	HUVEC tox IL1B	TNFa cytotox	PTPN22 inh 2
O=C(O)c1oc2ccccc2c1CN1CCN(c2ccccc2)CC1	0.9	-12.5	-8.7	0.0803	10.8	5.1	2.3	-13.9	-1.9
CC(C)(C)n1ncc2c(=O)n(CC(=O)NCc3ccccc3)cnc21	0.8	/	/	-0.971	0.1[fluorescence artefact?]	1.9	/	/	/
CC1(C)Cc2c(sc3nc(SCC(=O)N4CCOCC4)nc(N)c23)CO1	1.1	/	/	-0.706	11.8	3.8	/	/	/
Cc1cc2n(n1)C(c1cn(-c3ccccc3)nc1C)Nc1ccccc1-2 (stereo unspecified)	1.1	14.9	-51.3	0.0319	7.6	3.5	-2.6	-12.1	4.7
CCCC(=O)N1c2ccccc2[C@@H](N(C(C)=O)c2ccccc2)C[C@H]1C	1	15.4	8.2	1.52	-4.7	7.5	-0.3	-7.4	11.4
CCOC(=O)C1CCCN(c2c(NCCCN(CC)c3ccccc3)c(=O)c2=O)C1 (stereo unspecified)	1.3	8.0	32.5	0.0305	-3.9	-6.8	26.2	-27.6	8.4
O=C(CSc1nnc(CNc2ccc(F)cc2)n1Cc1ccco1)N1CCCC1	1.3	/	/	-0.0167	7.7	3.2	/	/	/
COC(=O)c1ccc2ncccc2c1	1.2	10.8	-7.0	1.15	9.1	4.5	-28.6	2.6	2.8
COc1nc(NCCN2CCOCC2)nc(Nc2ccc([N+](=O)[O-])cc2)n1	1	11.4	5.1	-0.842	-1.3	3.3	-14.9	-22.5	-8.5
CCC1(CC)NC(=O)N(CC(=O)Nc2sc3c(c2C(N)=O)CCC3)C1=O	1	-12.3	-11.9	0.876	10.5	6.7	-10.9	-10.9	3.2

Screens (PubChem BioAssay)
